Screens as filed in PubChem.
TAG inh – triacylglycerol accumulation inhibition; AID 651582; actives 0.66% (n = 230,000); inhibition, % at 12.5 µM; H9c2 cells, Nile Red lipid (TAG) fluorescence; cells loaded with 200 µM oleic acid;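 active = pattern-corrected inhibition of lipid staining of at least 50% with the nuclear-stain viability signal not falling by more than 50%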;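 note: 0% = DMSO wells and 100% = triacsin C control wells; some results filed as inactive read as strong as hits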
TAG inh DAPI viability – also measured in TAG inh; calls as there; DAPI nuclei signal change (viability), lower = more cytotoxic, %;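 whole-well DAPI fluorescence read on a plate reader as a viability signal; minus 50 percent equals half of cells still viable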
Active calls of the source: *. Some of the compounds tested, so the mix of outcomes need not match the whole.

mol	TAG inh	TAG inh DAPI viability
COc1ccc(C(=O)NC(=S)Nc2ccccc2[N+](=O)[O-])cc1OC	-4	-1
Cc1cc(=O)[nH]c2nnc(SCC(=O)N3CC(C)OC(C)C3)n12 (stereo not given)	-11	8
CC1(C)CC(=O)C2=C(C1)OC1OC(=O)CC21C (stereo not given)	-4	4
Cc1cc2cc(CNC(=O)c3cccs3)ccc2[nH]1	-8	4
COCCNC(=S)Nc1ccccc1Cc1ccccc1	-7	0
COc1ccc([C@@H]2C[C@H]3CN(c4ccccc4)C(=O)[C@]34CCCN24)c(OC)c1OC	3	-6
O=C(Nc1nnc(C2CC2)s1)c1n[nH]c(=O)c2ccccc12	6	-10
CC(=O)Nc1ccc(S(=O)(=O)NCCC(=O)NC(C)c2cccs2)cc1 (stereo not given)	-10	-1
C=C1C(=O)[C@@]23[C@H](O)C[C@@H]4C(C)(C)CC[C@H](O)[C@]4(C)[C@@H]2C[C@H](O)[C@@H]1[C@H]3O	-10	-27
CCN(CC(=O)NCc1cccs1)C(=O)c1ccc(S(=O)(=O)N(C)c2ccccc2)cc1	-2	-7
COC(=O)CCCC(=O)N1CCCC(C(=O)c2ccccc2SC)C1 (stereo not given)	-7	-3
O=C(c1ccc(-n2cccn2)cc1)N1CCN(c2ncccc2C(F)(F)F)CC1	18	6
CC(=O)Nc1ccc(NC(=O)c2c(C)noc2C)cc1	4	-5
Cn1c(NC(=O)c2ccc(F)cc2)c(-c2cccs2)c(=O)c2ccccc21	-9	5
O=[N+]([O-])c1ccc(Cl)c(/C=N/n2c(-c3ccncc3)n[nH]c2=S)c1	6	-8
COc1ccc(Oc2nc3c(C)cccn3c(=O)c2/C=C(\C#N)C(N)=O)cc1	0	-3
CCc1cc(C(=O)N(CC)CC(=O)Nc2ccc(OC)cc2)sc1C	-39	3
CC1CN(C(=O)CCNS(=O)(=O)c2ccc(Br)cc2)CC(C)O1 (stereo not given)	9	7
CC(C)C[C@H](NC(=O)c1nc[nH]c1C(=O)N1CCc2ccccc2C1)C(=O)OCc1ccccc1	0	-7
CC(=NC1CCCC1)c1c(C)[nH]n(-c2nc3ccccc3s2)c1=O	49	-4
O=C(Nc1ccccc1N1CCCC1)c1ccc(Cl)c(S(=O)(=O)N2CCOCC2)c1	3	-6
Cc1ccc2nsnc2c1S(=O)(=O)NCc1ccc2c(c1)OCO2	13	-3
COC(=O)c1cc(NC(=O)c2ccc(C)cc2)c(=O)oc1C	13	-5
CC(=O)Oc1ccc2c(c1)C(=O)CCCCCC(=O)O2	21	-4
Cn1c(N)c(C(=O)COC(=O)c2cc(C3CC3)nc3ccccc23)c(=O)n(C)c1=O	-11	-2
COc1ccc(OC(C)C(=O)Nc2cccc(OC)c2)cc1 (stereo not given)	16	-19
Cc1cc(-c2ccc3c(c2)COc2c4ccccc4nn2-3)on1	-2	3
CCCCC(C)n1[nH]c(=O)c2c(C)cc(C)nc21 (stereo not given)	4	-2
O=C(N/N=C1/CCc2ccccc21)C1CC1	-1	5
CCOC(=O)N1CCN(C(=O)c2ccccc2-c2ccccc2)CC1	27	-21

The results go on.
mol	TAG inh	TAG inh DAPI viability
COc1ccc(C(CNC(=O)c2ccc(Br)o2)N2CCN(C)CC2)cc1 (stereo not given)	9	-2
O=C(COC(=O)c1cc(Cl)ccc1[N+](=O)[O-])NC1CC1	3	1
CCc1ccc(C(C)NC(=S)NCc2ccc(F)cc2)cc1 (stereo not given)	-14	0
COCCCNc1ccn2nc(-c3ccc(OCc4ccccc4)cc3)cc2n1	1	18
Cc1ccc(OCC(=O)N2CCN(S(=O)(=O)c3ccc4c(c3)OCCO4)CC2)c(C)c1	7	-6
CCOC(=O)CC1(c2ccccc2)CCOC(C)(C)C1 (stereo not given)	-17	21
CCOC(=O)C(C)Oc1cccc2c(=O)n(CC(=O)Nc3ccc4c(c3)OCCO4)ccc12 (stereo not given)	10	-3
CCOC(=O)Cn1nc(C)n(-c2ccc(F)cc2)c1=O	-22	18
CC(=NNc1ccc([N+](=O)[O-])cn1)c1ccccc1	1	-6
CC(C)[C@@H](CO)N(C)S(=O)(=O)c1ccccc1Br	-3	4
Cc1noc(-c2ccccc2)c1NC(=O)Nc1ccccc1	-21	-10
COc1ccc(C2c3[nH]c4ccccc4c3CCN2CCCn2cccn2)c(F)c1 (stereo not given)	-1	19
Cc1ccc(/C=N/NC(=O)C2COc3ccccc3O2)s1 (stereo not given)	24	-22
CCOC(=O)C1CCN(C(=O)C(C)Oc2ccc(Br)cc2)CC1 (stereo not given)	8	-12
COc1ccc(-c2sc3cc4c(cc3c2-c2ccc3c(c2)OCCO3)OCO4)cc1	4	7
Cc1sc(NC(=O)C2=COCCO2)nc1-c1ccc(Br)cc1	12	1
Cc1nccn1CCCNCc1c(C(=O)N2CCCCCCC2)nc2ccc(Cl)cn12	8	15
COc1ccc(-c2c(C#Cc3ccsc3)c3cc(-c4ccc5c(c4)OCCO5)ccc3n2C)cc1	0	109
COc1ccc(C(=O)Nn2c(CC(C)C)nc3cc(OC)c(OC)cc3c2=O)c(OC)c1	1	-10
CNC(=O)COC(=O)c1cc(F)c(F)cc1Cl	-16	-5
CCC(CC)C(=O)Nc1cc(C)c2c(=O)oc3ccccc3c2n1	2	1
N#CCSc1nnc(-c2cnccn2)n1Cc1ccccc1	11	-5
Cc1ccc(C(CC(=O)c2ccco2)SCCO)cc1 (stereo not given)	-2	1
COC(=O)C1=C(C)Nc2nc3ccccc3n2C1c1cc(OC)c(OC)c(OC)c1 (stereo not given)	19	-6
O=C(c1ccc2c(=O)n3c(nc2c1)CCC3)N1CCN(S(=O)(=O)c2ccccc2Br)CC1	6	-2
COc1ccc(NC(=O)CN(C)S(=O)(=O)c2cccc3nsnc23)cc1	3	3
CCOC(=O)CCC(=O)Nc1ccc(S(=O)(=O)N2CCCCC2)cc1	-7	2
Oc1ccc(/C=N/NC2=NCCCCC2)c(O)c1	12	-9
CN(C)/C=N/c1sccc1C(N)=O	-21	4
O=C(Cc1ccc(Cl)cc1)NCC(=O)N1CCCCCC1	-2	-6

Three compounds out of the list, sorted by heavy-atom count, lowest first.
mol	TAG inh	TAG inh DAPI viability
CC(C)[C@@H](CO)N(C)S(=O)(=O)c1ccccc1Br	-3	4
O=[N+]([O-])c1ccc(Cl)c(/C=N/n2c(-c3ccncc3)n[nH]c2=S)c1	6	-8
CCc1cc(C(=O)N(CC)CC(=O)Nc2ccc(OC)cc2)sc1C	-39	3

Next part:
mol	TAG inh	TAG inh DAPI viability
OCCN1CCN(c2ncnc3c2c(-c2ccccc2)cn3-c2ccc(Br)cc2)CC1	-4	31
CCNC(=O)C1(C)CCCN(C(=O)c2ccc(OC)c(F)c2)C1 (stereo not given)	-12	7
C/C(=N\Nc1ccccn1)c1ccc(Br)s1	11	-11
CCCCC/C=N/NC(=O)c1[nH]c2ccc([N+](=O)[O-])cc2c1C	12	-10
COc1cccc(N2CC(NS(=O)(=O)c3ccc4ccccc4c3)CC2=O)c1 (stereo not given)	1	5
Cc1ccc2nc(Nc3ncc4c(n3)CC(C)(C)CC4=O)nc(C)c2c1	17	-1
CC(/C=C/c1ccccc1)=N/NC(=O)c1cccc(Br)c1	-21	-11
CSc1ccccc1OCc1cc(C(=O)NC(C)Cc2cccc(C)n2)no1 (stereo not given)	6	-2
CN(CC(=O)Nc1ccc(F)cc1)C(=O)CN1C(=O)c2cccc([N+](=O)[O-])c2C1=O	1	7
COc1ccc(Cl)cc1NC(=O)CN1c2ccccc2CC1C (stereo not given)	10	-7
CC1(Cc2ccc(Cl)cc2)C(=O)Nc2ccc(-c3cccnc3)cc21 (stereo not given)	-4	-4
COc1ccc2[nH]c3c(c2c1)CCN1C(=O)C(CC(=O)NCc2ccco2)C[C@H](C(=O)N2CCOCC2)[C@@]31CCC1CCCC1 (stereo not given in full)	4	4
COc1ccc(-c2ccnc3[nH]n(-c4ccccc4)c(=O)c23)cc1	21	-11
c1ccc(Cn2cc(CN3CCCCO3)c(-c3ccc4c(c3)OCO4)n2)cc1	14	-1
COC(=O)C1=C(C)NC(=O)NC1c1ccc2ccccc2c1 (stereo not given)	-9	4
O=C(NCC(=O)N1CCN(c2ccc(C(F)(F)F)cn2)CC1)c1ccc(Br)o1	-19	-7
Nc1c(C(=O)OCC(=O)Nc2cccc([N+](=O)[O-])c2)[nH]c(=O)[nH]c1=O	11	-9
Cc1cccc(OCC(O)Cn2c(NCCCOC(C)C)nc3c2c(=O)[nH]c(=O)n3C)c1 (stereo not given)	23	2
Cc1ccc2[nH]cc(CCNC(=O)/C=C/c3ccco3)c2c1	-3	3
NC(=O)COC(=O)c1cccc(S(=O)(=O)N2CCCc3ccccc32)c1	-9	3
Cc1cc(C(=O)CCC(=O)NCC2COc3ccccc3O2)c(C)s1 (stereo not given)	15	10
Cc1c(C(=O)OCC(=O)N(C)c2ccccc2)oc2ccccc12	18	-5
CCN(CC)C(=O)[C@H]1CC(CC(=O)NCCc2ccccn2)C(=O)N2CCc3c([nH]c4ccccc34)[C@]12C (stereo not given in full)	3	-13
CCOc1ccc(CCNC(=O)COC(=O)c2ccc(C)c(S(=O)(=O)N3CCOCC3)c2)cc1OCC	42	-7
N#Cc1ccc(OCC(=O)OCC(=O)Nc2sccc2C(N)=O)cc1	1	2
CC(C)Nc1nc(NC(C)C)nc(C(=O)OCCO)n1	-4	-3
CC(C)CCN1CCN(CC(c2ccccc2)c2ccccc2)CC1CCO (stereo not given)	11	24
COc1ccc(/C(O)=C2/C(=O)C(=O)N(CCN3CCOCC3)C2c2ccccn2)cc1 (stereo not given)	-5	1
COc1ccc2nc(NC(=O)CN3CCOCC3)sc2c1	5	3
C/C=C(/C)C(=O)O[C@H]1[C@@H](O)c2c(ccc3ccc(=O)oc23)OC1(C)C	5	3

The listing continues:
mol	TAG inh	TAG inh DAPI viability
CCCCN(C(=O)c1ccc(S(=O)(=O)N2CCC(C)CC2)cc1)C1CCS(=O)(=O)C1 (stereo not given)	6	-6
O=C(c1cc2ccccc2s1)N1CCN(c2ccccn2)CC1	7	-1
COc1ccccc1NS(=O)(=O)c1cc(NC(=O)C(C)(C)C)ccc1N1CCOCC1	9	0
NC(Cc1ccccc1)c1csc(Nc2ccc(C(=O)NCCCO)cn2)n1 (stereo not given)	15	0
Cc1nc(C(C)NC(=O)CCc2nnc(-c3ccsc3)o2)cs1 (stereo not given)	2	-7
CCCC(C)(C)C(=O)N1CCC1(C)C(=O)Nc1cccc2ccccc12 (stereo not given)	25	-3
CCOC(=O)N1CCC(Nc2nc3ccccc3n3nnnc23)CC1	9	-1
CCc1nc2ccc(C(=O)NCCNC(C)=O)cn2c1N(CC)Cc1cccc(Br)c1	16	-7
COc1cc(/C=C/C(=O)O)cc(S(=O)(=O)N2CCCc3ccccc32)c1OC	-10	12
CCOc1ccc(-n2nc3cc(C)c(N)cc3n2)cc1	24	129
COc1cc(/C=N/OCC(=O)Nc2cc(C)cc(C)c2)ccc1OCc1ccc(Cl)cc1	8	-1
CNC(=O)CN1C(=O)c2cccc3cccc1c23	-10	7
COc1ccc(S(=O)(=O)NCc2cccnc2)cc1NC(=O)c1ccc(C)cc1	2	2
O=c1cc(CSc2ccccn2)nc(N2CCN(c3ccccc3)CC2)[nH]1	19	-4
Cc1ccc(C)c(N2N=C(C(=O)Nc3cccnc3)CCC2=O)c1	-12	-2
COc1ccc(CNC(=O)Cc2nn(C)c(=O)c3ccccc23)cc1	-34	9
COCCC(=O)N1CCCC(CNS(=O)(=O)c2ccc(OC)cc2)C1 (stereo not given)	-3	5
COc1ccc(C(=O)Nc2ccccc2C(=O)N2CCCCC2C)cc1 (stereo not given)	-7	-7
CCC(=O)NC(=S)Nc1ccc(NC(=O)c2cccnc2)cc1	10	-14
OC(c1ccc(F)cc1)c1nc(-c2cccs2)cs1 (stereo not given)	1	-2
CCCCOc1ccc(C(=O)NCC(=O)N(C)Cc2nc3ccccc3c(=O)[nH]2)cc1	1	-6
Cc1ccc(OCC(=O)NNC(=O)C2CC(=O)N(c3ccc4c(c3)OCCO4)C2)cc1 (stereo not given)	-14	4
COc1cc(CNC(=O)CCCCCCC(C)C)ccc1O	12	-11
CC(Oc1ccc(Cl)cc1Cl)C(=O)Nn1cnnc1 (stereo not given)	2	17
Cc1ccccc1NC(=O)C1CCCN1S(=O)(=O)c1cccc2cccnc12 (stereo not given)	-2	-10
CN1CCC(=NOc2ccc([N+](=O)[O-])cc2)CC1	-12	7
Cc1cccc(NC(=S)NC2CCCCC2)n1	-21	7
CCCn1nc(C(=O)Nc2ccc3nc(C)sc3c2)c2ccccc2c1=O	-15	-3

Single records, as listed above. Screens in order: TAG inh	TAG inh DAPI viability
Record of CCc1nc2ccc(C(=O)NCCNC(C)=O)cn2c1N(CC)Cc1cccc(Br)c1 → 16	-7
Record of CC(Oc1ccc(Cl)cc1Cl)C(=O)Nn1cnnc1 (stereo not given) → 2	17
Record of CCCCOc1ccc(C(=O)NCC(=O)N(C)Cc2nc3ccccc3c(=O)[nH]2)cc1 → 1	-6
Record of COc1ccccc1NS(=O)(=O)c1cc(NC(=O)C(C)(C)C)ccc1N1CCOCC1 → 9	0
Record of COc1ccc(CNC(=O)Cc2nn(C)c(=O)c3ccccc23)cc1 → -34	9
